697 NFkB inh = lowers PMA/ionomycin-induced NF-kB signal in 697 B cells | 697 B-cell NF-kB luciferase reporter, 16 h | inhibition, % at 4 µM | actives 0.33% (n = 330,000); in the data active = inhibition above about 35%
UBC13 inh = human UBC13 polyubiquitination inhibition | actives 0.47% (n = 330,000) | inhibition, % at 20 µM | AID 485273 | P61088 | UBC13 polyubiquitin chain formation, TR-FRET; in the data active = inhibition above about 45%, passing the limit was not always enough; inconclusive = no clear call, values can overlap the other calls
Target sequence (P61088 whole entry, looked up): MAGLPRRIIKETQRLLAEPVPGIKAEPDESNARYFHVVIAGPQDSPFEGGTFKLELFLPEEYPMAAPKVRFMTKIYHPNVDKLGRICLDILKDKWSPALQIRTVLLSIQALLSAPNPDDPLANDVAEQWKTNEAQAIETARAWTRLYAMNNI
SENP7 block = SENP7 protease inhibition; recombinant SENP7, Z-RLRGG-aminoluciferin luminescence, 40 min; inhibition, % at 5 µM; actives 1.5% (n = 330,000);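 active = inhibition above about 50% at the single test dose, limit read from the data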;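 note: plate controls were DMSO with enzyme for no effect and no enzyme buffer wells for full effect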
Target sequence (Q9BQF6 706-1050 limits assumed): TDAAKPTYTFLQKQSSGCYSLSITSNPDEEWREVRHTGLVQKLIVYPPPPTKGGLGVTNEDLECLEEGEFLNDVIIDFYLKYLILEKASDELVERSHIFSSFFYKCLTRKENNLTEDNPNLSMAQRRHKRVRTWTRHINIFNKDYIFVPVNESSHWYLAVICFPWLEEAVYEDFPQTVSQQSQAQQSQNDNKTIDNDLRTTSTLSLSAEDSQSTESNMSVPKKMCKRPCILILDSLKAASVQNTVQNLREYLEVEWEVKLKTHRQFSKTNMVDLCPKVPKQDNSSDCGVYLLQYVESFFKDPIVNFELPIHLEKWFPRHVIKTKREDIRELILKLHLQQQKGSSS
HKDC1 inhibitor = HKDC1 (human) hexokinase inhibition | recombinant HKDC1, G6PDH/diaphorase resazurin coupled fluorescence | inhibition, % at 20 µM | actives 0.16% (n = 340,000) | Q2TB90;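 active = inhibition above about 35% when tested at 20 µM, limit read from the data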;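 note: plate controls were DMSO wells with enzyme for no effect and DMSO wells lacking enzyme for full effect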
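Test system: recombinant HKDC1 (HK5) hexokinase enzyme, produced in-house; Amount: enzyme 5 µg/mL final; Buffer or medium: Tris pH 8.0 buffer with MgCl2, Tween-20, BSA, BME; Reagent: glucose and ATP substrates; Doses: 20 µM test compound, 1% DMSO; Incubation: 90 min reaction incubation at room temperature, dark; Detection: resorufin fluorescence at 613 nm.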
SENP8 block = inhibitors of human SENP8 protease. Q96LD8. purified SENP8, Z-RLRGG-aminoluciferin cleavage, luminescence. inhibition, % at 10 µM. actives 1.2% (n = 330,000). AID 2540
Target sequence (Q96LD8 whole entry, looked up): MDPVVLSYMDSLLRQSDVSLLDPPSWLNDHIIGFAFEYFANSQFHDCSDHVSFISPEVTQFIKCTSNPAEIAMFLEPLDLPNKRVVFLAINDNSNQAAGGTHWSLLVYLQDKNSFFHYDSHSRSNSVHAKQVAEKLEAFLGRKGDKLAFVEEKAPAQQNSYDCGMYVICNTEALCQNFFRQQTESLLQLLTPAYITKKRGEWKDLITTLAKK
Gli-Sufu antag = antagonists of Gli-Sufu signaling; actives 0.74% (n = 340,000); AID 588413; Sufu-KO-LIGHT fibroblasts, Gli luciferase reporter luminescence; inhibition, % at 5 µM;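 active = inhibition above about 55%, limit read from the data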;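 note: 0% = DMSO-treated cells and 100% = wells with medium but no cells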
Jurkat NFkB inh = lowers PMA/ionomycin-induced NF-kB signal in Jurkat cells. PMA/ionomycin-induced NF-kB luciferase reporter, luminescence. inhibition, % at 4 µM. actives 0.53% (n = 330,000)
Apaf1 inhib = inhibitors of human Apaf-1 apoptosome; O14727; reconstituted apoptosome caspase-3 activity, DEVD-Rh110 fluorescence; inhibition, % at 20 µM; actives 0.71% (n = 330,000); AID 489030; active = inhibition of at least 40% at 20 µM;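 note: plate controls were DMSO wells for no effect and DEVD-CHO caspase inhibitor wells for full effect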
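Material: reconstituted apoptosome with Apaf-1, cytochrome c, caspase-9, procaspase-3, dATP / Buffer or medium: pH 7.5 Hepes buffer with CHAPS, BSA, DTT / Also added: cytochrome c with DEVD-Rh110 / Schedule: compound with Apaf-1, dATP, procaspase-3 30 min, then 50 min reaction, room temperature / Technique: rhodamine 110 fluorescence at Ex 480/Em 540 nm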
Active calls of the source: *; i = inactive; ? = inconclusive; nt = no result given. Cut-off read from the data, not from the text of the source, unless noted: active = inhibition above about 50%; inactive = the rest.

Every second line gives: UBC13 inh	SENP8 block	Jurkat NFkB inh	697 NFkB inh	SENP7 block	HKDC1 inhibitor	Apaf1 inhib	Gli-Sufu antag
O=C(NCCc1ccccc1)C1CCC(=O)N(CCCN2CCCC2=O)C1 (centres undefined)
    2	-13	1	-4	-7	-4	-5	5
c1ccc(-c2nnc(OCC3CCCO3)c3ccccc23)cc1 (centres undefined)
    -9	-4	-31	-35	-8	-3	8	2
COc1ccc(-c2nnc3n2CCCCC3)cc1
    2	0	13	19	6	-5	-1	-8
CN(Cc1cnn(C)c1)Cc1nc(-c2ccc(Cl)cc2)no1
    3	6	-14	16	-3	-3	-24	-36
Cc1cc(Nc2cccc(Cl)c2)nc(-c2ccccc2O)n1
    43	2	-4	15	3	0	12	nt
COc1ccc(C2CC(=O)C=C(NC3CCCC3)C2)cc1 (centres undefined)
    -1	-6	3	14	-8	-7	6	0
Cc1cccc(C(=O)Nc2cc(S(=O)(=O)N3CCOCC3)ccc2N2CCCCC2)c1
    8	-2	0	-10	-2	2	17	14
CCn1ccc2c(OCC(=O)NCCc3ccc(OC)c(OC)c3)cccc2c1=O
    3	-6	-1	7	-7	0	1	3
CC1=C/C(=N\NC(=S)NCCc2ccccc2)CC(C)(C)C1
    7	4	1	-15	0	-1	12	-21
Cc1ccc(Cn2c(CN3CC(C)OC(C)C3)nc3c2c(=O)n(C)c(=O)n3C)cc1 (centres undefined)
    -1	7	-5	-5	-3	2	-1	4
COc1ccc(Cl)cc1NC(=O)Nc1cc(C)on1
    -1	-15	5	0	-10	4	6	-34
O=C(Cc1cccc2ccccc12)NCC(=O)Nc1ccccc1F
    -7	1	7	-1	3	0	9	-10
COc1ccc2nc3oc(C(=O)N4CC(C)CC(C)C4)cc3cc2c1 (centres undefined)
    15	-13	-16	-15	-4	6	12	-12
C(=N\n1cnnc1)/c1ccc(OC2CSC2)cc1
    1	-5	2	12	4	3	-7	-15
Cc1nn2c(-c3ccc(S(=O)(=O)N4CCN(CCO)CC4)o3)nnc2c2ccccc12
    -5	5	-8	-30	0	-6	8	6
Cc1ccc(/C=C/C(=O)O)cc1S(=O)(=O)N1CCc2ccccc2C1
    -3	0	-1	10	-2	-10	11	-6
Cc1ccc(-c2cc(C(=O)Nc3nn[nH]n3)c3ccccc3n2)c(C)c1
    -5	-4	7	15	7	-5	-3	7
O=[N+]([O-])c1cccc(NC(=S)N2CCN(c3ccccn3)CC2)c1
    -3	-8	8	-21	-8	1	5	-5
COc1ccc(CC(=O)Nc2cc(Cl)ccc2N2CCCC2)cc1
    -1	2	8	0	6	-3	7	18
O=C(NCCc1ccccc1)NC1CCCCC1
    -3	-14	-101	-86	0	5	-15	-56
O=C(Nc1cccc(C(=O)O)c1)/C(=C\c1ccco1)NC(=O)c1ccccc1Cl
    -1	-2	-16	-4	9	6	7	4
O=C(NCc1ccccc1)C(c1ccco1)N(C(=O)c1ccccn1)c1ccc(F)cc1 (centres undefined)
    0	5	7	-10	-2	-2	-5	-2
Nc1nnc(SCC(=O)NCC(=O)Nc2ccc(F)c(F)c2F)s1
    2	-7	6	10	-2	-4	-9	9
Cc1ccsc1/C=N/Nc1nc2ccccc2s1
    -6	72*	-198	-342	86*	13	31	-68
CCCN(CC(=O)Nc1ccccc1OC)C(=O)CSc1nc(C)cc(C)n1
    -4	1	-3	-2	2	-1	-6	1
CCOC(=O)c1sc2nccc(N(C)C)c2c1N=CNOCc1ccccc1
    15	-11	-51	2	10	2	28	-11
COc1ccc(CNc2nc(S(=O)(=O)c3ccccc3)c(Cl)s2)cc1OC
    -14	-9	1	-42	-5	-3	-1	11
Cc1nc(SCC(=O)NNC(=O)c2cccs2)[nH]c(=O)c1C
    4	-2	0	17	0	-7	-3	0
O=C(NCCc1nnc2ccccn12)c1cccs1
    0	-1	-18	-13	5	1	-19	-20
C/C(=N\NC(=O)Cc1c(C)[nH][nH]c1=O)c1ccc(Cl)c(Cl)c1
    -2	-1	-3	-10	8	-4	-5	3
Cc1sc2nc(C3CC3)nc(SCC(=O)N3c4ccccc4CC3C)c2c1C (centres undefined)
    2	3	-75	i	10	-4	3	33
Cc1nc(SCC(=O)c2cccc([N+](=O)[O-])c2)n[nH]1
    -5	-5	-6	-4	-8	0	3	0
CSc1cccc(CNC(=O)C2CCC(=O)N(CC3CCCCC3)C2)c1 (centres undefined)
    -4	-1	-10	-22	8	-3	4	0
NC(=O)c1ccccc1OCC(=O)Nc1ccc2c(c1)OCCO2
    1	-18	-31	-55	-16	-7	8	-62
Cc1ccc(N(C)S(=O)(=O)c2csc(C(N)=O)c2)cc1C
    -2	-5	7	-7	-5	-3	-1	-4
CCOC(=O)c1sc2nc(N3CCOCC3)c3c(c2c1N)CCN(Cc1ccccc1)C3
    9	7	-8	3	5	-2	22	-2
CC[C@H](C)NC(=O)CCCCCn1c(=S)[nH]c2c([nH]c3ccc(OC)cc32)c1=O
    -20	2	3	3	6	-3	-2	-2
CC(=O)c1cccc(NC(=O)/C(=C/c2ccncc2)NC(=O)c2ccccc2)c1
    4	7	5	17	-4	2	1	2
Cc1ccc(/C=N/N2CCN(Cc3ccccc3)CC2)o1
    1	-4	1	9	4	-3	-13	-7
CCC1CCCCN1Cc1c(O)ccc2c(=O)c(-c3ccccc3)coc12 (centres undefined)
    13	6	6	-18	9	-6	4	17
CCNC(=O)CSc1nc2ccccc2c(=O)n1OC
    -1	-5	-4	7	-5	2	-3	-1
C/C(=N\Nc1ccc([N+](=O)[O-])cc1)c1ccc(-n2nncc2C)cc1
    -44	-5	-6	-21	-10	-6	7	16
C1=C(c2ccccc2)N2CCN=C2S1
    -3	-4	-11	-13	-17	-9	0	3
CN1CCN(C2Cc3cc(F)ccc3Sc3ccc(Cl)cc32)CC1 (centres undefined)
    13	13	5	9	4	-3	-78	6
COC(=O)c1c(NC(=O)c2cnccn2)sc2c1CCC2
    0	0	-17	-20	15	-2	9	0
CSC1=NC(C(Cl)(Cl)Cl)N=C(c2ccccc2)N1 (centres undefined)
    24	0	47	-8	7	-4	-23	20
CCOC(=O)c1sc(NC(=O)OC)c(C(=O)OC)c1C
    -11	-5	-18	-3	-9	-5	6	-1
CCc1ccc(NC(=O)[C@H](C)NC(=O)C2CCN(C(=O)[C@@H](N)Cc3ccccc3)CC2)cc1
    2	-11	-4	5	-10	15	-1	1
N#CC(C#N)=C1NC(N)=C(C#N)C(c2ccccc2)=C1C#N
    ?	3	6	-2	0	nt	5	nt
Cc1ccc(S(=O)(=O)N2CCOCC2)cc1C(=O)OCC(=O)c1c(N)n(C)c(=O)n(C)c1=O
    -2	-2	-3	6	3	1	7	nt
O=C(CCc1nnc(CCCCc2ccccc2)o1)N(CCO)Cc1ccccc1
    10	-4	-3	11	10	-4	-8	23
COCCNC(=S)NCCc1ccc(Cl)cc1Cl
    11	0	11	5	7	-7	-5	-2
O=c1c([N+](=O)[O-])cccn1Cc1ccc(F)cc1Cl
    6	4	-18	13	3	0	0	3
Cc1nc(NCc2ccccc2)[nH]c(=O)c1CCC(C)C
    2	-5	0	6	0	-6	-5	5
Cc1cc(C)nc(Nc2ccc(F)cc2)n1
    -3	-3	-1	-15	11	-4	8	-3
Cc1ccc(N2C(=O)CC2(C#N)c2ccc(OCc3ccccc3)cc2)cc1 (centres undefined)
    9	3	2	12	1	3	6	3
COc1ccc2c(c1OC)C(=O)N1C2SC[C@H]1C(=O)NCCC(C)C (some centres undefined)
    8	10	-3	0	3	-1	1	-9
CC(C)NC(=O)N(C)C[C@@H]1Oc2c(NC(=O)Nc3ccccc3)cccc2C(=O)N([C@H](C)CO)C[C@H]1C
    5	5	-10	7	7	-7	-7	1
CCn1nc(C)c(CN2CCCC(CO)(Cc3cccc(Cl)c3)C2)c1C (centres undefined)
    -1	-2	7	17	1	-4	-16	16
Cc1cc(NC(=O)c2c(F)cccc2Cl)n(-c2nc3ccccc3[nH]2)n1
    -20	-13	-3	-29	-4	-4	12	-7

Ordered by the number under UBC13 inh (rising): some entries from above.
Molecule	UBC13 inh
Cc1ccc(/C=N/N2CCN(Cc3ccccc3)CC2)o1	1
Cc1nc(NCc2ccccc2)[nH]c(=O)c1CCC(C)C	2
COc1ccc2c(c1OC)C(=O)N1C2SC[C@H]1C(=O)NCCC(C)C (some centres undefined)	8

2 compounds drawn at random from the list so far, as already listed:
Every second line gives: UBC13 inh	SENP8 block	Jurkat NFkB inh	697 NFkB inh	SENP7 block	HKDC1 inhibitor	Apaf1 inhib	Gli-Sufu antag
COC(=O)c1c(NC(=O)c2cnccn2)sc2c1CCC2
    0	0	-17	-20	15	-2	9	0
Cc1sc2nc(C3CC3)nc(SCC(=O)N3c4ccccc4CC3C)c2c1C (centres undefined)
    2	3	-75	i	10	-4	3	33

Going on with the list:
Every second line gives: UBC13 inh	SENP8 block	Jurkat NFkB inh	697 NFkB inh	SENP7 block	HKDC1 inhibitor	Apaf1 inhib	Gli-Sufu antag
Cc1ccc(C2NC(=O)NC(O)(C(F)(F)F)C2C(=O)c2cccs2)o1 (centres undefined)
    11	-1	11	20	-2	-6	-16	-1
O=C(Nc1ccccc1C(=O)O)C1=NN=CC1
    4	-3	10	8	0	2	2	30
COc1ccc(/C(O)=C2\C(=O)C(=O)N(c3cc(C)on3)C2c2ccccc2OC)cc1C (centres undefined)
    -6	-5	-10	13	0	5	11	-16
COc1cccc(/C=N/n2nnnc2N)c1OCC#N
    8	-1	-12	-1	0	0	-12	1
CC(C)N1C(=O)C2C(C(=O)NC3CCCCC3)C3C=CC2(O3)C1C(=O)NC1CCCC1 (centres undefined)
    4	3	11	9	-1	-4	-4	3
O=C(Nc1nc(-c2ccc(Cl)cc2)cs1)c1cccnc1
    -6	2	11	-16	-3	-5	-5	-10
CCCN(Cc1nnc(-c2ccccc2Cl)o1)C(=O)c1cc([N+](=O)[O-])cc([N+](=O)[O-])c1
    -3	-8	7	-7	-9	1	10	-16
CCCCC(=O)Nc1ncc([N+](=O)[O-])s1
    -9	10	11	-16	12	9	-10	-4
Cn1nc(C(=O)Nc2nc3ccc(S(C)(=O)=O)cc3s2)ccc1=O
    -6	-8	0	-13	11	-5	-3	1
CCSc1ccccc1C(=O)NCCc1ccccc1
    5	-2	3	4	2	-14	3	1
Cc1nn(Cc2cccc3ccccc23)c(C)c1NC(=O)c1cccnc1
    3	-6	-3	17	8	19	3	0
CCOc1ccc(/C=N/N2C(C)CCCC2C)cc1 (centres undefined)
    -2	5	-47	-19	2	-1	6	-5
Cc1ccc(NC(=O)N2CCN(S(=O)(=O)c3ccccc3)CC2)cc1
    0	4	-6	8	-2	-13	7	6
Cc1cccc(C)c1-n1nnnc1C(C)(C)N1CCN(N=O)CC1
    -9	-7	-5	-15	-12	3	-7	0
CN(C)S(=O)(=O)c1cccc(C(=O)OCC(=O)Nc2ccccc2OC(F)F)c1
    -4	-7	-19	4	-10	-3	13	-1
CC1=CC2=NC(=O)/C(=C/c3coc4ccccc4c3=O)C(=N)N2O1
    -10	-5	8	-11	-2	-5	-12	17
N#Cc1ccc(NC(=O)c2cc(S(=O)(=O)N3CCOCC3)ccc2N2CCCC2)cc1
    -4	-5	1	-7	-7	3	11	-4
COCCNC(=O)c1ccc2nc(Cc3ccc(OC)c(OC)c3)oc2c1
    0	4	-35	-42	1	-8	-4	-5
CCOC(=O)C1CCN(S(=O)(=O)c2ccc(Br)c(OCC)c2)CC1
    4	2	4	5	0	-4	12	12
Cc1cc2cc(C=O)c(Cl)nc2cc1C
    -4	-13	-3	-12	-7	2	13	-28
O=C(COC(=O)c1cc(Cl)ccc1O)Nc1ccccc1C(=O)NC1CC1
    14	4	-15	-1	9	-3	-5	3
